High-throughput results: PubChem, Sanford-Burnham Center for Chemical Genomics
HKDC1 inh – inhibitors of human hexokinase HKDC1; recombinant HKDC1, G6PDH/diaphorase resazurin coupled fluorescence; inhibition, % at 20 µM; hit rate 0.16% among 340,000; AID 493160;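 active means inhibition above about 35% when tested at 20 µM, limit read from the data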;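 further: plate controls were DMSO wells with enzyme for no effect and DMSO wells lacking enzyme for full effect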
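Test system: recombinant HKDC1 (HK5) hexokinase enzyme, produced in-house / Doses: 20 µM test compound, 1% DMSO / Timing: 90 min, room temperature / Detection: G6PDH/diaphorase-coupled fluorescence, 1 mM NADP, 100 µM resazurin, 525/613 nm / Control set: DMSO wells with and without enzyme mix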
SENP1 inh – SENP1 (human) catalytic domain inhibition | recombinant SENP1 catalytic domain, CyPet-SUMO1-YPet FRET cleavage | AID 624204 | inhibition, % at 10 µM | Q9P0U3 | hit rate 0.21% among 360,000;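 active means inhibition at least 30% at 10 µM, raw YFP signal under a set limit, fluorescence ratio 0.5 to 1.5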;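 further: 0% = enzyme with DMSO and 100% = no enzyme wells; some results filed as inactive read as strong as hits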
Target sequence (Q9P0U3 419-644 limits assumed): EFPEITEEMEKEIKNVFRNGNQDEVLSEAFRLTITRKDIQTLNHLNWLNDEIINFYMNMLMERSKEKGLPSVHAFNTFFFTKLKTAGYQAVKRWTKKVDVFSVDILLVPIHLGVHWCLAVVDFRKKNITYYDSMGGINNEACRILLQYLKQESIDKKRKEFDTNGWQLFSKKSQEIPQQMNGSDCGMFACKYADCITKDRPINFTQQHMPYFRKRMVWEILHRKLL
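Material – human SENP1 catalytic domain · Input – SENP1 enzyme, 20 pM final · Compound dosing – single concentration of 10 µM compound, 0.5% DMSO final · Timing – enzyme reaction for 50 min at room temperature, dark · Measured by – FRET fluorescence in CFP and YFP emission channels · Control set – no-enzyme wells low, DMSO-plus-enzyme wells high control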
PfG6PD inh – PfG6PD (Plasmodium falciparum) enzyme inhibition | PfGluPho enzyme, NADPH resazurin-diaphorase fluorescence | AID 504690 | hit rate 0.78% among 350,000 | inhibition, % at 20 µM;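 active means inhibition reaching at least a set limit at 20 µM in the primary screen, cut at about 59% in these data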;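 further: 0% = DMSO wells with substrate and 100% = DMSO wells lacking glucose-6-phosphate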
SENP8 block-1 – inhibitors of human SENP8 protease; purified SENP8, Z-RLRGG-aminoluciferin cleavage, luminescence; inhibition, % at 10 µM; hit rate 1.2% among 330,000; Q96LD8; AID 2540; in the data active means inhibition above about 50%
Target sequence (Q96LD8 whole entry, looked up): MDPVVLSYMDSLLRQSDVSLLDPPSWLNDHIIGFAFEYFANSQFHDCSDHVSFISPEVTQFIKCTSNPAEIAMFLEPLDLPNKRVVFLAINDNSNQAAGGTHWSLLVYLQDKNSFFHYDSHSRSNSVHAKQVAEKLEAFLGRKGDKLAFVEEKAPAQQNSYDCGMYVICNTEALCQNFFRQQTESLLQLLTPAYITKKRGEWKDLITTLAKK
SENP6 inh – blocks the human protease SENP6. inhibition, % at 10 µM. AID 2599. hit rate 1.8% among 330,000. Recombinant SENP6 catalytic domain, aminoluciferin luminescence;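 active means inhibition above about 50% at the single tested dose, limit read from the data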;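 further: plate controls were DMSO wells with enzyme for no effect and DMSO wells lacking enzyme for full effect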
NALP3 yeast inh – NALP3 inhibition in yeast; hit rate 0.39% among 330,000; inhibition, % at 10 µM; AID 2825; Yeast reconstituted NLRP3/ASC/caspase-1, beta-gal luminescence, 24 h;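 active means inhibition of 50% or more; inactive means inhibition below 50%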;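 further: plate controls were induced DMSO wells for no effect and uninduced yeast grown without galactose for full effect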
SENP8 block-2 – SENP8 (human) protease inhibition | Q96LD8 | recombinant SENP8, Nedd8 substrate fluorescence | inhibition, % at 20 µM | hit rate 0.64% among 360,000 | AID 602440; in the data active means inhibition mostly above about 40%, no sharp cut-off; inactive means mostly below about 27%
Apaf-1 inh – blocks human Apaf-1 apoptosome activity; O14727; reconstituted apoptosome caspase-3 activity, DEVD-Rh110 fluorescence; inhibition, % at 20 µM; hit rate 0.71% among 330,000; active means inhibition of at least 40% at 20 µM;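 further: plate controls were DMSO wells for no effect and DEVD-CHO caspase inhibitor wells for full effect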
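Material: reconstituted apoptosome with Apaf-1, cytochrome c, caspase-9, procaspase-3, dATP / Buffer or medium: pH 7.5 Hepes buffer with CHAPS, BSA, DTT / Also added: cytochrome c with DEVD-Rh110 / Schedule: compound with Apaf-1, dATP, procaspase-3 30 min, then 50 min reaction, room temperature / Technique: rhodamine 110 fluorescence at Ex 480/Em 540 nm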
SENP7 block – inhibitors of human SENP7 protease | Q9BQF6 | recombinant SENP7, Z-RLRGG-aminoluciferin luminescence, 40 min | inhibition, % at 5 µM | hit rate 1.5% among 330,000 | AID 434973;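 active means inhibition above about 50% at the single test dose, limit read from the data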;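 further: plate controls were DMSO with enzyme for no effect and no enzyme buffer wells for full effect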
Target sequence (Q9BQF6 706-1050 limits assumed): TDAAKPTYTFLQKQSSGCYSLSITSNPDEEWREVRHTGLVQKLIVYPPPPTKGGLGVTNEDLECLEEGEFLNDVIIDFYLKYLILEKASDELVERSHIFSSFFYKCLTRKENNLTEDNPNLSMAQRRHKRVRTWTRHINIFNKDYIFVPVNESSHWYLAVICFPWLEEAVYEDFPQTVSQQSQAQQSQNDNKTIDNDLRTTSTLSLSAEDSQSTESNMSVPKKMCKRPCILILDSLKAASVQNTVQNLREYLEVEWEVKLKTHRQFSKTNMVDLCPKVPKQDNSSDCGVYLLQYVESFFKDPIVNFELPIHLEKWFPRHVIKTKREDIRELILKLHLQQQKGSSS
* hit, by the source's call; · = no result given.

Compound	HKDC1 inh	SENP1 inh	PfG6PD inh	SENP8 block-1	SENP6 inh	NALP3 yeast inh	SENP8 block-2	Apaf-1 inh	SENP7 block
Cc1ccnc(NC(=O)c2ccc(Cl)s2)c1	-2	2	15	67*	76*	13	6	0	72*
O=C(CSC1=Nc2ccccc2C2CC=NN12)Nc1ccc2c(c1)OCO2 (stereo not given)	-7	-5	-12	·	·	·	26	·	·
COc1ccccc1NC(=O)CN1CCN(c2ccc(Cl)cc2)CC1	-3	1	-6	5	1	-11	21	18	6
Cc1ccc(OCCNC(=O)c2cc(-n3cnnc3)ccc2Cl)cc1C	-3	-3	7	-4	-10	11	-8	-26	5
Cc1ccc(S(=O)(=O)c2nc(-c3ccccc3Br)oc2N(C)C)cc1	-7	1	10	-4	6	24	-3	14	-6
COc1cc(CN(C)CC2CCCN(CCc3ccccc3F)C2)cc(Cl)c1OC (stereo not given)	-3	-1	14	-9	-22	32	32	20	-10
Oc1c(Cl)cc(CN2CCCCC2)c2cccnc12	·	-9	·	1	-3	-4	18	7	0
CCCOc1ccc(N2C(=O)CC(N(Cc3ccco3)C(=O)CCC(=O)O)C2=O)cc1 (stereo not given)	-4	-2	-10	-2	1	11	26	-6	1
CCOC(=O)Cc1cc(=O)n2[nH]c(-c3ccccc3)cc2n1	-6	-9	18	-13	9	19	-83	-6	16
CCCn1c(N)c(C(=O)CSc2nc3ccccc3c(=O)n2Cc2ccccc2)c(=O)[nH]c1=O	-6	-1	-18	-9	-21	-1	13	1	-1
O=C(COC(=O)c1cccc(S(=O)(=O)N2CCN(c3ccccc3)CC2)c1)NCC1CCCO1 (stereo not given)	-3	1	-8	4	-8	4	10	-20	8
COc1ccccc1N(C(=O)CNC(=O)c1ccco1)C(C(=O)NCC1CCCO1)c1ccccc1 (stereo not given)	4	-1	-7	7	-3	-10	14	-1	3
Cc1ccc(S(=O)(=O)Nc2ccc(S(=O)(=O)N3CCOCC3)cc2)cc1[N+](=O)[O-]	-3	2	-4	4	7	17	1	2	-3
CC(C)C(=O)Nc1cccc(C(=O)Nc2nccs2)c1	-5	0	5	-5	-7	-12	2	15	-3
CCN(CC)CCNC(=O)Cc1nn(Cc2ccccc2)c(=O)c2ccccc12	-2	0	5	-8	-26	19	6	15	-12
CN1CCN(S(=O)(=O)c2ccc3c(c2)NC(=O)C2CCCN32)CC1 (stereo not given)	4	-39	5	4	2	0	-72	1	2
CC(C)CCNC(=O)C12CN(Cc3ccccc3)CC1C(c1ccc([N+](=O)[O-])cc1)=NO2 (stereo not given)	-3	-1	25	2	-11	5	12	11	10
COc1ccc(NC(=S)N2CCc3ccccc3C2)cc1OC	3	1	10	-7	-8	21	-7	1	-4
COc1cc(OC)c(S(=O)(=O)Nc2ccc(C(=O)N3CCCC3)cc2)cc1NC(C)=O	-3	2	-1	1	-6	11	12	-6	4
Cc1ccc(S(=O)(=O)CCC(=O)Nc2sccc2C#N)cc1	4	-1	-16	-3	-10	24	-4	7	1
COc1ccc(-c2csc(N(CC3CCCO3)C(=O)c3ccco3)n2)cc1 (stereo not given)	-3	-1	4	0	-4	21	11	15	1
COc1ccccc1-c1cc(-c2ccc(C)cc2)nc(SCc2nnc(-c3ccccc3)o2)c1C#N	-3	-7	46	4	0	-2	-262	11	1
COc1ccc(C2=Nn3c(nnc3-c3cccnc3)SC2)cc1	-1	0	-10	·	·	·	0	·	·
CCN(CC)CCN(C(=O)Cn1nnc(-c2ccc(OC)c(OC)c2)n1)C(C(=O)NC1CCCC1)c1ccc(F)cc1 (stereo not given)	-9	2	-23	-7	-1	9	9	-1	-7
COC(=O)C1=C(C)OC(N)=C(C#N)C1c1ccco1 (stereo not given)	-2	-8	-33	-6	1	6	-12	-3	-2
Cc1nc(NS(=O)(=O)c2ccccc2)sc1NC(=O)OCCN(C)C	-2	10	7	-1	7	16	-16	-13	-13
COc1cc(/C=C/C(=O)N2CCCN(C(=O)/C=C/c3cc(OC)c(OC)c(OC)c3)CC2)cc(OC)c1OC	4	0	-18	2	5	6	-56	2	5
CCOC(=O)c1oc2nc(C)c3c(c2c1N)CC(C)(C)OC3	2	3	7	-6	5	10	-320	-1	-7
COc1ccc(Oc2ccc(C(F)(F)F)cc2NC(=O)c2ccc(F)cc2)cc1	2	-1	33	-9	1	18	6	10	-5
CC(C)(C)[C@@H]1COC(=O)[C@H](Cc2ccc(F)cc2)CC/C=C\C[C@@H](CC(=O)NCCO)C(=O)N1	-10	2	-3	0	-16	-2	10	1	4
COc1ccccc1Nc1ccc([N+](=O)[O-])cc1N	-5	49*	37	6	8	31	26	4	-3
CC1(C)Cc2nc3oc4c(=O)n(CC(=O)Nc5ccccc5)cnc4c3cc2CO1	-10	-10	-5	-10	-18	-15	-63	-13	-5
CCOc1ccccc1/C=N/NC(=O)c1nnn(-c2nonc2N)c1CN1CCCCCC1	-3	-1	-42	-10	-4	3	-234	10	-9
CCc1ccc(C2=NN(CCC(=O)NCc3cccs3)C(=O)CC2)cc1	-1	-2	-5	-1	6	-5	20	1	-4
CN1CCN(c2ccccc2NC(=O)c2ccc(N3CCCCC3)c([N+](=O)[O-])c2)CC1	2	2	23	0	-6	40	-174	-2	8
CCC(CC)c1nnc(NC(=O)COc2ccc3c(C)cc(=O)oc3c2)s1	-7	-1	-19	-1	-5	-7	-56	8	-10
CN(CC(=O)Nc1ccccc1C(F)(F)F)C(=O)Cn1c(=O)oc2ccccc21	-8	3	8	-5	-9	7	2	8	10
CC(C)(C)NC(=O)COC(=O)/C=C/c1ccc(F)cc1	11	2	5	0	-19	-6	8	3	3
CCOC(=O)c1c(C)c(C)n(Cc2ccc(OC)c(OC)c2)c1C	-5	-1	29	6	3	16	2	4	1
Cc1ccc(CNC(=O)C2CCN(S(=O)(=O)c3ccc(Br)s3)CC2)cc1	-6	0	-2	-4	-28	14	2	17	-4
Cc1cccc(N2CCN(CCNC(=O)c3cc4c(s3)CS(=O)(=O)C4)CC2)c1C	15	-4	14	-6	-30	1	17	3	-1
CC(=O)NC12CC3CC(C1)CC(C(=O)N(C)CC(=O)Nc1cccc(F)c1)(C3)C2	-1	-2	-8	3	3	3	6	-9	5
NC(=O)c1ccsc1NC(=O)CS(=O)(=O)c1ccc(F)cc1	1	-4	-3	-11	-6	-4	3	3	-11
CCOc1ccccc1N1CCN(C(=O)NCc2ccc(Cl)cc2)CC1	-4	3	-23	-10	-39	34	10	18	-4
CN(C)CCC(=O)C(Cc1ccccc1)c1ccccc1 (stereo not given)	11	0	42	7	7	5	9	-17	8
O=C(Nc1cccc([N+](=O)[O-])c1)c1ccc(CSc2ccccc2)cc1	-5	2	-5	5	-4	-10	9	-2	14
O=C(OCC(=O)N1CCc2ccccc21)[C@@H]1CC(O)CN1S(=O)(=O)c1ccccc1[N+](=O)[O-] (stereo not given in full)	-6	1	-3	6	2	1	9	-13	0
Cc1ccc(S(=O)(=O)NCCC(=O)OCC(=O)Nc2cccc(Cl)c2)cc1	4	1	-1	5	6	7	11	0	-4
COc1cc(C=C2C(=O)c3ccccc3C2=O)cc(OC)c1OC	12	5	19	-6	8	-3	19	12	11
CN(C)c1ccc(/C=N/Nc2nc3ccccc3o2)cc1	-3	0	19	77*	78*	17	-291	8	97*
Cc1cccc2cc(C#N)c(N3CCOCC3)nc12	4	-91	-11	-4	-8	13	-182	13	-9
Cc1ccc(-n2c(O)c(/C=N/Nc3ccc(S(=O)(=O)N4CCOCC4)cc3[N+](=O)[O-])c3ccccc3c2=O)c(C)c1	5	-6	31	3	5	20	19	51*	3
CC1(C)CC2(CCO1)N1CC3(C)CN2CC(C)(C1)C3=O (stereo not given)	-1	1	-13	-1	5	6	20	7	3
CCOC(=O)/C=C(C)\C=C\c1c[nH]c2ccccc12	0	-9	20	-3	-14	28	-11	3	-1
Cc1cc2nn(-c3ccccc3)nc2cc1NC(=O)c1cccs1	14	0	12	-16	14	20	-60	13	7
COc1ccc(S(=O)(=O)N(C)CC(=O)Nc2ccccc2SC)cc1Cl	-2	0	-5	-10	-20	20	12	15	-2

The list goes on.
Compound	HKDC1 inh	SENP1 inh	PfG6PD inh	SENP8 block-1	SENP6 inh	NALP3 yeast inh	SENP8 block-2	Apaf-1 inh	SENP7 block
CCCCN(C(=O)c1ccc(S(=O)(=O)N2CCCC2)cc1)C1CCS(=O)(=O)C1 (stereo not given)	-1	0	-13	-1	-4	-3	2	8	3
C=CCn1c(CCNC(=O)c2cccs2)nnc1SCC(=O)c1ccc(Cl)cc1	-2	2	15	-5	-11	1	15	9	35
CC1NC(=S)N(C2CCCCC2)C1=O (stereo not given)	-20	0	2	0	-20	11	7	-6	1
COc1ccc(S(=O)(=O)N2CCC(C(=O)N3CCN(C)CC3)CC2)cc1Cl	-5	-1	-12	-13	-17	16	2	9	-15
O=C1CCSc2c1ccc1ccccc21	2	-46	11	·	·	·	-498	·	·
O=S1(=O)[C@H]2C[C@@H]3C=C[C@@]2(CN1Cc1ccc(Cl)cc1)O3	-3	1	-19	-10	-5	-13	6	-4	-4
COCCSc1nnc(NC(=O)c2cc(OC)c(OC)cc2[N+](=O)[O-])s1	-7	-1	-17	-5	-3	2	13	5	-9
COc1ccc(C(=O)NC(=S)NCc2cccnc2)cc1Br	0	2	-11	1	-5	38	23	-6	-16

Four of the compounds above, as labelled records.
> O=C1CCSc2c1ccc1ccccc21
  HKDC1 inh: 2
  SENP1 inh: -46
  PfG6PD inh: 11
  SENP8 block-1: ·
  SENP6 inh: ·
  NALP3 yeast inh: ·
  SENP8 block-2: -498
  Apaf-1 inh: ·
  SENP7 block: ·

> COCCSc1nnc(NC(=O)c2cc(OC)c(OC)cc2[N+](=O)[O-])s1
  HKDC1 inh: -7
  SENP1 inh: -1
  PfG6PD inh: -17
  SENP8 block-1: -5
  SENP6 inh: -3
  NALP3 yeast inh: 2
  SENP8 block-2: 13
  Apaf-1 inh: 5
  SENP7 block: -9

> COc1ccc(C(=O)NC(=S)NCc2cccnc2)cc1Br
  HKDC1 inh: 0
  SENP1 inh: 2
  PfG6PD inh: -11
  SENP8 block-1: 1
  SENP6 inh: -5
  NALP3 yeast inh: 38
  SENP8 block-2: 23
  Apaf-1 inh: -6
  SENP7 block: -16

> C=CCn1c(CCNC(=O)c2cccs2)nnc1SCC(=O)c1ccc(Cl)cc1
  HKDC1 inh: -2
  SENP1 inh: 2
  PfG6PD inh: 15
  SENP8 block-1: -5
  SENP6 inh: -11
  NALP3 yeast inh: 1
  SENP8 block-2: 15
  Apaf-1 inh: 9
  SENP7 block: 35

(listing goes on)
Compound	HKDC1 inh	SENP1 inh	PfG6PD inh	SENP8 block-1	SENP6 inh	NALP3 yeast inh	SENP8 block-2	Apaf-1 inh	SENP7 block
Cc1ccc(C(=O)NS(=O)(=O)c2ccccc2)cc1	-2	2	-19	-3	7	10	10	13	6
Nc1ncnc2c1C(c1ccccc1)c1c(ccc3ccccc13)O2 (stereo not given)	1	0	20	-16	-11	16	2	28	-6
COc1ccc2sc(C)nc2c1NC(C)=O	-6	1	-1	1	-34	10	13	-10	1
CCOc1ncccc1C(=O)Nc1ccc(OC)c(S(=O)(=O)N2CCOCC2)c1	-6	1	-7	-4	-1	-3	-6	-7	2
O=C1C=CC(=Nc2cccc3c2C(=O)c2ccccc2-3)O1	17	5	-13	·	·	·	-5	·	·
